Source: PubChem BioAssay (National Center for Advancing Translational Sciences (NCATS))
D1 PAM – enhances dopamine response at the human D1 receptor; AID 504651; HEK293 TREx D1 cells, calcium flux, dopamine EC20 potentiation; 0.036% of 360,000 active; potentiation, % at 10 µM; P21728; in the data active = potentiation above about 30%; note: 0% is about no effect
TRHR agonist – TRH receptor (human) agonism; AID 493084; 0.18% of 360,000 active; P34981; activation, % at 2 µM; TRHR cells, calcium flux fluo-8, FDSS agonist mode; note: 0% is about no effect
Target sequence (P34981 whole entry, looked up): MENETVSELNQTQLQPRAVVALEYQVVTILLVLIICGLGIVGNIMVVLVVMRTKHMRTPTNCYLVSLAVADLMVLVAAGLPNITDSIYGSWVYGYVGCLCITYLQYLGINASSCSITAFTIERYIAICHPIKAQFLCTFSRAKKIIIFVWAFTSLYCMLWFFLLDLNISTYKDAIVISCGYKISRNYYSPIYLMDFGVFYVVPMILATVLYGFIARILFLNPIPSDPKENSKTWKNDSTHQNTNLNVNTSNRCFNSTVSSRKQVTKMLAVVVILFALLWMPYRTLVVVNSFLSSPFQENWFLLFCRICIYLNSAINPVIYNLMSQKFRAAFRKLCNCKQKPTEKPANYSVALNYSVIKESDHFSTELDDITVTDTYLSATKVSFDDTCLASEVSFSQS
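Read-out: compound-evoked intracellular calcium rise in TRHR cells, fluo-8 dye, kinetic FDSS fluorescence at 1 s/cycle following a 10-cycle baseline. Cells cultured overnight before dye loading (30 min–1.5 h, RT).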
D1 agonist – human D1 receptor agonism | P21728 | HEK293 T-REx D1 cells, calcium flux, agonist mode | activation, % at 2 µM | 1% of 360,000 active | AID 504660; note: 0% is about no effect
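Inducible HEK293 T-REx D1 cells, force-coupled to calcium signalling, were plated at 4000 cells/well with tetracycline and held overnight at 30 C. After no-wash calcium dye loading, compound-evoked calcium rise over 180 s flagged agonists.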
D2 PAM – positive allosteric modulators of human D2 dopamine receptor; P14416; HEK293 T-REx D2, calcium flux, EC20 dopamine potentiation; potentiation, % at 10 µM; 0.34% of 340,000 active;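 active = potentiation over 3 SD above the plate norm, cut at about 30% in these data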; note: 0% is about no effect
Target sequence (P14416 whole entry, looked up): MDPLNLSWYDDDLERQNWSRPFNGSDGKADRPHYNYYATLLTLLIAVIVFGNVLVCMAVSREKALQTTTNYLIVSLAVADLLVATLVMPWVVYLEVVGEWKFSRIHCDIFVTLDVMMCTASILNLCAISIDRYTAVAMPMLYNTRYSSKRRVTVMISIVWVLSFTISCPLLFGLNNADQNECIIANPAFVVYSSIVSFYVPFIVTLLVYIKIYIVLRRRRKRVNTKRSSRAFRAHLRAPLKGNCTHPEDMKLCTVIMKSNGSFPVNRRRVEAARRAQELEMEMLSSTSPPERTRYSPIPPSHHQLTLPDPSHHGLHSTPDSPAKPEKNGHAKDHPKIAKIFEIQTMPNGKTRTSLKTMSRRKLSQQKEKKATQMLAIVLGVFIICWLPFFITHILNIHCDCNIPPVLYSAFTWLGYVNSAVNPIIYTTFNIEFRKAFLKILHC
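Cells plated with tetracycline inducer and held overnight at 30 C; calcium dye loaded 30–90 min at room temperature; baseline taken, compound added and read 180 s; EC20 dopamine then added and read 180 s.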
RXFP1 antag – antagonists of human relaxin receptor RXFP1; Q9HBX9; HEK293-RXFP1, relaxin-stimulated cAMP HTRF, 30 min; stronger effect = lower value; activity change, negative = inhibition, % at 57.5 µM; 0.59% of 350,000 active;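 active = activity change of -60% or lower, but not beyond a set lower limit; inconclusive = change between -60% and -40%, or beyond the set limit; inactive = change above -40%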; note: % is set by controls: 0 for no effect and ±100 for the full control effect
D2 agonist – agonists of human D2 dopamine receptor; HEK293 T-REx D2 cells, calcium flux agonist mode; activation, % at 2 µM; 0.53% of 340,000 active; P14416; AID 485358;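 active = activation over 3 SD above normal in the single-dose calcium agonist read, cut at about 30% in these data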; note: 0% is about no effect
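Calcium-flux readout, 1 cycle/sec over 180 s following compound pin transfer, in inducible HEK293 Trex D2 cells (force-coupled); dopamine controls included. Positive calcium responses during this window marked compounds as potential agonists.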
D2 antagonist – antagonizes the human D2 dopamine receptor; P14416; 2% of 340,000 active; inhibition, % at 10 µM; HEK293 TREx D2 cells, calcium flux, dopamine EC80; in the data active = inhibition above about 30%; note: 0% is about no effect
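Calcium mobilization kinetics were recorded at 1 s intervals in tetracycline-induced HEK293 T-REx D2 cells, first for 180 s after compound addition and then 180 s after EC80 dopamine.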
TRHR enhancer – allosteric enhancers of human TRH receptor | enhancement, % at 2 µM | TRHR cells, fluo-8 calcium fluorescence, EC20 TRH enhancement | 0.66% of 360,000 active | AID 493056; in the data active = enhancement above about 30%; note: 0% is about no effect
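TRHR-expressing cells loaded with fluo-8 calcium dye were read kinetically (ex 480/em 530) during compound addition, then stimulated with an EC20 of TRH (10 nM final). Enhancement of the Gq-mediated intracellular calcium response was scored.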
D1 antagonist – human D1 dopamine receptor antagonism | P21728 | HEK293 TREx D1 cells, calcium flux, dopamine EC80; stronger effect = lower value | activity change, negative = inhibition, % at 10 µM | 3.2% of 360,000 active; in the data active = activity change below about -30%; note: % is set by controls: 0 for no effect and ±100 for the full control effect
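Using tetracycline-induced force-coupled D1 Hek293 cells and a calcium dye, signals were followed for 180 s after compound, then for 180 s after EC80 dopamine, to detect inhibitors.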
Active calls of the source: *; ? = inconclusive; · = not tested or not shown. Cut-off read from the data, not from the text of the source, unless noted: active = activation above about 30%; inactive = the rest.

SMILES | D1 PAM | TRHR agonist | D1 agonist | D2 PAM | RXFP1 antag | D2 agonist | D2 antagonist | TRHR enhancer | D1 antagonist
COc1ccc(S(=O)(=O)Nc2cccc3ccccc23)cc1 | -4 | -2.4 | 0 | · | · | · | · | 4 | -1
O=C(Nc1ccc2oc(-c3ccncc3)nc2c1)c1ccc2c(c1)OCO2 | -2 | 0.5 | 1 | -8 | 4 | 1.4 | 6 | 2 | -2
COc1ccc(C(NC(=O)CNC(C)=O)C(=O)Nc2ccc(C(C)C)cc2)cc1 (centres undefined) | -3 | 0.1 | 0 | -5 | -11 | 0.1 | 37* | -4 | 6
O=C(CSc1nnc(-c2ccccc2)n1-c1ccc(Cl)cc1)NC1CCS(=O)(=O)C1 (centres undefined) | 19 | 0.7 | 1 | 10 | 23 | -0.2 | -10 | 12 | 0
Cc1ccc(N2C(=O)C(Cl)=C(N3CCOCC3)C2=O)c(C)c1 | -4 | 0.1 | 2 | · | -2 | · | · | 4 | 5
CCN(CC)CCNC(=O)CS(=O)Cc1nc(-c2ccccc2Cl)oc1C (centres undefined) | -2 | 0.4 | 3 | -1 | 4 | 0.5 | -4 | 0 | -19
O=C(N/N=C/c1c(Cl)nc2ccccn2c1=O)c1cccnc1 | -5 | 0.1 | 2 | -6 | 10 | -1.0 | 0 | -4 | 5
Cc1cccc(OCC(=O)Nc2ccc3c(c2)OCO3)c1C | -2 | -0.1 | 2 | 8 | -4 | -0.9 | -25 | 3 | -10
Fc1ccccc1OCCCCCN1CCCC1 | -6 | 0.3 | 2 | · | -1 | · | · | 6 | 6
CCCCCn1c2nc3ccccc3nc2c2c(=O)n(CC(C)C)cnc21 | -6 | -0.3 | 2 | -4 | -4 | -0.1 | 2 | -2 | 5
CCn1cc(CNCc2ccc(OCC(O)CN(C)Cc3ccccc3)cc2)cn1 (centres undefined) | 0 | 1.4 | 6 | -4 | -2 | 0.8 | 6 | 0 | -5
O=C(N/N=C/c1ccc(Cl)cc1Cl)c1ccc(-n2cnnn2)cc1 | 0 | 0.2 | 2 | · | 6 | · | · | 4 | 1
O=C(CCC1COc2ccccc2O1)Nc1cccnc1 (centres undefined) | -2 | 0.3 | 7 | 5 | -24 | -0.9 | 24 | 2 | -9
CCCCSc1nnc(-c2cc(Br)ccc2N)c(=O)[nH]1 | -5 | -0.1 | -2 | -4 | 0 | -0.5 | 3 | -7 | -6
C=CCNC(=O)CN1c2cccc3cccc(c23)S1(=O)=O | -4 | 1.1 | 2 | 2 | 1 | 0.2 | 2 | 1 | 5
Brc1ccc(-c2nnc(-c3ccco3)o2)cc1 | -1 | -0.2 | 1 | 3 | · | -0.3 | -24 | 3 | -12
Cc1ccc(/C=N/NC(=O)CCCOc2ccc(Cl)cc2Cl)cc1[N+](=O)[O-] | -2 | 0.8 | 2 | -15 | 3 | 0.0 | -7 | -10 | ·
Cc1ccc2nc(-c3cc(N)cc(N)c3)oc2c1 | -1 | 0.5 | 0 | 1 | 6 | -0.4 | 2 | 1 | 3
O=C(NCCc1cnccn1)C1CCC(=O)N(Cc2ccc(Cl)cc2)C1 (centres undefined) | 13 | -0.5 | 1 | -7 | -7 | 0.5 | 14 | 23 | 8
C[C@H]1CN=C(N(C)C)N1CCC1CCCCC1 | 1 | -0.1 | 4 | -3 | · | -0.7 | -1 | 3 | 1
Cc1nn(CC(=O)NCC2CCCO2)c(=O)c2ccccc12 (centres undefined) | 1 | -0.1 | 1 | -3 | -2 | -0.2 | -13 | -8 | 14
COc1ccc(NC(=O)Cc2coc3cc(C)c(C(C)C)cc23)cc1S(=O)(=O)N1CCOCC1 | -1 | 0.1 | 2 | -4 | -15 | -0.1 | 4 | -4 | -5
COc1ccc(C(=O)NCc2nnc(SCC(=O)N3CCc4ccccc43)n2Cc2ccccc2)cc1 | -2 | 0.4 | 3 | 3 | 18 | 1.1 | -7 | 10 | -30*
O=C(CC12CC3CC(CC(C3)C1)C2)NCCN1CCOCC1 | 2 | 0.4 | 0 | 2 | 4 | 0.6 | -12 | -3 | 5
COC(=O)CSc1nnc(-c2cccnc2)n1-c1cccc(OC)c1 | -2 | -0.3 | 1 | -5 | 0 | 0.3 | 7 | 3 | 10
Cc1ccc(Nc2nc(N)nc(CCl)n2)cc1 | -10 | -1.1 | 2 | 2 | -4 | -0.9 | 1 | 1 | 3
CN(Cc1cn(C)nc1-c1ccc(Oc2ccccc2)cc1)C1CCOC1 (centres undefined) | -4 | -0.1 | 3 | 6 | -10 | -0.3 | -11 | 0 | 8
S=c1[nH]ncn1-c1ccccn1 | 7 | -0.2 | 5 | -5 | 0 | 0.6 | 0 | -2 | -12
O=S(=O)(NCc1ccccc1)c1ccccc1Br | -6 | -0.2 | 2 | 11 | · | -0.4 | -29 | 13 | 12
O=C1C(=O)N(CCCN2CCOCC2)C(c2ccc([N+](=O)[O-])cc2)/C1=C(/O)c1ccc2c(c1)OCO2 (centres undefined) | -1 | 0.1 | 0 | 7 | 9 | 0.5 | -2 | -4 | 0
Cn1c(=O)c(C(=O)NNC(=O)c2ccccc2Br)c(O)c2ccccc21 | -4 | 0.2 | 1 | · | ? | 4.8 | 0 | 0 | -10
CCN1CCN(C(=O)C(C)Oc2ccc(S(=O)(=O)N3CCCC3)cc2C(N)=O)CC1 (centres undefined) | · | 0.0 | 5 | 0 | 2 | -0.8 | 29 | 3 | 9
COc1cccc(/C=N/Nc2nnc3c(n2)[nH]c2ccccc23)c1OC | -5 | -0.6 | -1 | -4 | -61* | -0.2 | 16 | -3 | -28
COc1ccc(-c2ccc(CCC(=O)O)n2NC(=O)c2ccc(C(C)(C)C)cc2)cc1 | -11 | 0.7 | 3 | -17 | -10 | -0.9 | -1 | -3 | -12
CCOC(=O)/C(C#N)=C\c1c(C)cc(C)c(COC(C)=O)c1C | -1 | -0.1 | 0 | 8 | -18 | -1.0 | -20 | 15 | -6
O=C(c1ccco1)N1CCN(C(=O)c2cc3cc([N+](=O)[O-])ccc3oc2=O)CC1 | 3 | 0.3 | 1 | 6 | -2 | 1.4 | -13 | -2 | 3
COCCCC1CCN(C(=O)c2cc(COc3cc(C)ccc3C)on2)CC1 | -3 | -0.8 | 10 | 11 | -4 | 0.0 | 11 | -4 | 0
Cc1ccc(OCc2cnc(Cl)s2)c(C)c1 | 6 | -0.6 | 4 | 1 | -13 | 0.3 | 8 | 12 | 5
NC(=O)NC(=O)CSc1cccc(C(F)(F)F)c1 | -6 | -0.3 | -2 | 11 | -21 | 0.4 | 3 | -3 | -4
O=C1[C@H]2[C@@H](c3ccc(F)cc3)N3C(=O)N(c4cccc(Br)c4)C(=O)[C@@]3(Cc3ccccc3)[C@H]2C(=O)N1C1CCCCC1 | -6 | 0.9 | 5 | -4 | · | 1.4 | 41* | 4 | 1

Part of the list above, with values under each structure.
Every second line gives: D1 PAM, TRHR agonist, D1 agonist, D2 PAM, RXFP1 antag, D2 agonist, D2 antagonist, TRHR enhancer, D1 antagonist
COCCCC1CCN(C(=O)c2cc(COc3cc(C)ccc3C)on2)CC1
    -3, -0.8, 10, 11, -4, 0.0, 11, -4, 0
Cc1ccc(OCc2cnc(Cl)s2)c(C)c1
    6, -0.6, 4, 1, -13, 0.3, 8, 12, 5

Copied from the list:
Value for COc1cccc(/C=N/Nc2nnc3c(n2)[nH]c2ccccc23)c1OC under D2 PAM: -4
Value for S=c1[nH]ncn1-c1ccccn1 under TRHR enhancer: -2
Value for O=S(=O)(NCc1ccccc1)c1ccccc1Br under D2 agonist: -0.4
Value for Cc1nn(CC(=O)NCC2CCCO2)c(=O)c2ccccc12 (centres undefined) under D1 PAM: 1
Value for COCCCC1CCN(C(=O)c2cc(COc3cc(C)ccc3C)on2)CC1 under RXFP1 antag: -4
Value for NC(=O)NC(=O)CSc1cccc(C(F)(F)F)c1 under D1 PAM: -6

(more compounds)
SMILES | D1 PAM | TRHR agonist | D1 agonist | D2 PAM | RXFP1 antag | D2 agonist | D2 antagonist | TRHR enhancer | D1 antagonist
O=C(O)CCCCCNC(=O)c1ccncc1 | -2 | 0.8 | 3 | 16 | -9 | 0.0 | 21 | 10 | 1
CCc1cccc(C)c1NC(=O)c1cc(C)oc1C | 2 | -1.3 | 1 | 1 | 26 | 0.2 | -2 | 2 | -16
COc1ccc(CCNC(=O)C(=O)NCC2OCCN2S(=O)(=O)c2ccc(F)cc2)cc1OC (centres undefined) | 6 | 0.3 | 3 | 10 | -4 | 0.7 | 1 | -1 | -9
NS(=O)(=O)c1ccc(NC(=O)c2cc(Cl)sc2Cl)cc1 | 0 | -0.4 | 1 | -1 | 5 | 0.0 | -18 | -5 | 0
Cc1nn(CC(=O)Nc2ccc3c(c2)OCO3)c(C)c1[N+](=O)[O-] | 2 | -0.6 | 2 | 3 | 12 | 0.5 | -3 | -1 | -1
Cc1ccc(NC(=O)COc2ccccc2C=O)cc1Cl | 7 | -0.1 | -1 | -3 | 0 | 0.4 | 6 | -2 | -7
CCOC(=O)N1CCN(S(=O)(=O)c2ccc([N+](=O)[O-])cc2)CC1 | 11 | 0.1 | 4 | -8 | -16 | 0.5 | -1 | -4 | 8
Cc1ccc(NC(=O)CN(C)C(=O)C2CC(=O)N(Cc3ccccc3)C2)cc1 (centres undefined) | -1 | -0.7 | 3 | -6 | -4 | -0.2 | -12 | -1 | -1
CCOc1ccccc1NC(=O)CN1CCCN(Cc2cccc(Cl)c2)S1(=O)=O | 3 | 1.0 | 26 | 3 | -8 | 0.1 | · | 0 | 2
COc1ccc(N2CCN(S(=O)(=O)c3ccc(C(=O)NCc4ccco4)cc3)CC2)cc1 | -10 | 0.3 | 1 | 9 | 0 | 0.8 | -5 | -1 | -8
O=S(=O)(c1ccc(Br)cc1)c1nc(-c2cccs2)oc1SCc1ccc(F)cc1 | 0 | 1.0 | 9 | -6 | -8 | 1.7 | · | 1 | 3
COc1ccc(CN2COc3ccc4c(C)cc(=O)oc4c3C2)cc1 | 1 | 0.1 | 0 | -4 | · | 0.5 | · | 2 | 5
Cc1cccc(N(CC(=O)NC2CCCC2)C(=O)c2nsc(Cl)c2Cl)c1C | -5 | 0.2 | 3 | 5 | -26 | 0.5 | -8 | -5 | 0
CC(=O)Nc1ccc(OC(=O)c2ccc(Cl)cc2)cc1 | -6 | 0.9 | 19 | -2 | -4 | 0.0 | 33* | 1 | 0
CCCCN(C)C1CCN(C(=S)Nc2cccc(OC)c2)CC1 | 0 | 0.0 | 1 | 8 | 6 | 0.2 | 2 | -5 | 36
O=C(Cn1c(=O)n(Cc2ccc(C(=O)NCc3ccc4c(c3)OCO4)cc2)c(=O)c2ccccc21)Nc1cccc(Cl)c1 | 2 | 3.5 | 4 | 16 | · | 1.5 | · | 5 | 5
CN(C)c1nnnn1Cc1ccc(Cl)cc1Cl | 7 | -0.3 | 2 | 1 | 3 | -0.3 | 4 | -18 | 7
Cc1cc(C)c(C#N)c(SCS(=O)Cc2ccc(Cl)cc2)n1 (centres undefined) | -2 | -1.1 | 2 | -8 | 15 | 0.0 | 37* | 5 | -5
CCc1cccc(OC2OC(CO)C(O)C(O)C2NC(C)=O)c1 (centres undefined) | 3 | -0.2 | 0 | 12 | -9 | 1.2 | -16 | 2 | 3
